Compound activity as filed in PubChem BioAssay.
PAX8 reporter = inhibitors of PAX8 transcriptional activity in RMG-I cells; RMG-I TPO-luciferase reporter, SteadyGlo, 24 h; inhibition, % at 12.6 µM; 360,000 tested, 1.2% active;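 active means mean replicate inhibition at least 60% with every replicate also reaching 60%; inconclusive means only one of the two criteria is met; inactive means mean below 60% and not all replicates reaching 60%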;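 further: luciferase light reporting Pax8 driven TPO promoter activity; plate controls were median of neutral control wells for no effect and mitoxantrone controls for full effect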
CFTR F508del cor = correctors of CFTR F508del function in bronchial epithelial cells; CFBE cells, YFP halide quenching; stimulated with forskolin plus potentiator P3; % fluorescence drop versus neutral controls; 350,000 tested, 0.36% active; AID 720511; activity (quench increase), % at 7.58 µM;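 active means mean added fluorescence quench of at least 8% versus neutral control, with both replicates also reaching 8%; inconclusive means only one of the mean or replicate conditions met; inactive means mean below 8% and not both replicates reaching 8%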;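 further: cells transiently co-express mutant CFTR-F508del with the halide-sensitive YFP; corrector assay measuring rescue of mutant channel to the surface after 24 h compound exposure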
ERp5 inh = inhibitors of human ERp5. Q15084. ERp5 insulin aggregation, absorbance 650 nm, 90 min. inhibition, % at 9.99 µM. 350,000 tested, 0.05% active. AID 651711;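 active means mean replicate inhibition above about 25%, with every replicate also reaching it, limit read from the data, passing the limit was not always enough; inconclusive means only one of those two criteria met; inactive means neither criterion met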
Target sequence (Q15084 whole entry, looked up): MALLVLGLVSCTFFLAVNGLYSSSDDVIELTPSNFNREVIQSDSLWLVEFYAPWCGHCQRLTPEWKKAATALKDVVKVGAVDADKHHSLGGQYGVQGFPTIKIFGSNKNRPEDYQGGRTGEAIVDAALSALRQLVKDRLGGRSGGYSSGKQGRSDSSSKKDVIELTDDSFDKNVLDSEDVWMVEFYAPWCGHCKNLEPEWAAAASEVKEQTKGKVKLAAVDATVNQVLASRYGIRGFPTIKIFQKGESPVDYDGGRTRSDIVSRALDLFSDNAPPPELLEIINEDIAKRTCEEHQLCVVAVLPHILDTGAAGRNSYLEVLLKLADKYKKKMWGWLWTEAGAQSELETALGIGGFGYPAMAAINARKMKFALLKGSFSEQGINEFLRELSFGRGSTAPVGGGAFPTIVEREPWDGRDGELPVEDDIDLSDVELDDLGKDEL
INS-1E GSIS act = primary screen for activators of insulin secretion dependent on glucose, INS-1E cells, GLuc reporter luminescence. 370,000 tested, 0.61% active. activation, % at 16.6 µM. INS-1E GLuc reporter insulin secretion, 2-3 h;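 active means lowest replicate activation of at least 40%, so every replicate reaches that level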;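 further: 0% = median of neutral control wells and 100% = median of IBMX positive control wells; some compounds called inactive have numbers as strong as hits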
Xi reactivation = X-chromosome reactivation activator | 360,000 tested, 0.055% active | activation, % at 7.58 µM | XiGFP mouse fibroblasts, % GFP-positive cells imaging, 3 d; cells co-treated with 5-aza-dC sensitizer; scaled so ellipticine positive control = 100%;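 active means mean normalized replicate activation at least 10% and every replicate at or above 10%; inconclusive means only one of the two criteria met; inactive means mean below 10% and not all replicates reach 10%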;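 further: 0% = median of on-plate neutral control wells and 100% = ellipticine 6 µM median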
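System: SV40-immortalized XiGFP fibroblast cells, line 68-5-11 / Incubation: 3-day compound exposure, then 15 min fixation at room temperature / Compound: single concentration per compound, delivered by pin transfer / Buffer or medium: DMEM plus 5-aza-dC sensitizer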
ARNT TACC3 PPI = disrupts binding between human ARNT and TACC3; AID 623870; AlphaScreen His-ARNT PAS-B/GST-TACC3 binding, luminescence; TACC3 fragment carries E629A point mutation; 390,000 tested, 0.66% active; inhibition, % at 9.99 µM;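 active means mean inhibition of replicates at least 50% and at least half of replicates each reaching 50%; inconclusive means half or more replicates reach 50% but mean below 50%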;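 further: 0% = complete ARNT plus TACC3 wells and 100% = ARNT alone without TACC3; many hits fall short of the cut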
DENV2 CPE rescue = DENV2-induced cell death inhibition. DENV2-infected cells, cytopathic effect rescue, plate reader. CPE inhibition, % at 9.99 µM. 350,000 tested, 1.7% active. AID 651640; in the data active means CPE inhibition above about 20%, passing the limit was not always enough; inconclusive means no clear call, values can overlap the other calls; tested in BHK-21 cells;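 further: 0% = median of neutral control wells and 100% = median of positive control wells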
EWS-Fli inh = inhibitors of EWS/Fli oncoprotein transcriptional activity; inhibition, % at 12.6 µM; 350,000 tested, 0.67% active; A673 NR0B1-luciferase reporter, viability-normalised;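 active means mean inhibition of at least 50% after viability correction, with every replicate also passing that limit; inconclusive means mean reaches 50% but only one of two replicates passes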;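 further: firefly luciferase signal divided by Alamar Blue viability fluorescence both relative to DMSO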
Active calls of the source: *; ? = inconclusive; / = no result given; & = joins results of further samples.

SMILES	PAX8 reporter	CFTR F508del cor	ERp5 inh	INS-1E GSIS act	Xi reactivation	ARNT TACC3 PPI	DENV2 CPE rescue	EWS-Fli inh
CSc1ccccc1NC(=O)CN(C)CC(=O)Nc1ccc(Cl)cc1[N+](=O)[O-]	9.3	-0.7	-4.4	-19.9	0.1	6.0	-2.3	6.3
N/C(=N\OC(=O)C1CCCCC1)c1cccnc1	/	-3.1	-0.6	9.5	/	2.4	6.1	-25.1
Cc1ccc(NC(=O)Cc2nc(COC(=O)C(C)NS(=O)(=O)c3ccc(C)cc3)cs2)cc1 (stereo not drawn)	-49.4	3.7	-5.2	/	0.0	-8.9	0.1	-17.5
CC(=O)Nc1ccc(S(=O)(=O)N2CCN3CCCC3C2)cc1 (stereo not drawn)	7.9	-0.6	-1.4	0.4	0.0	-28.0	0.0	-5.0
OCC(CO)(CO)NCc1ccc(-c2ccccc2)cc1	-11.4	/	/	16.4	0.0	14.0	/	/
Cc1ccc(NC(=O)C2CCN(S(=O)(=O)c3ccc4c(c3)NC(=O)C(C)S4)CC2)c(C)c1 (stereo not drawn)	9.3	-3.6	2.9	-6.5	0.1	5.4	-6.5	/
CNC[C@H]1Oc2ccc(NS(=O)(=O)c3ccc(C)cc3)cc2C(=O)N([C@H](C)CO)C[C@H]1C	-1.4	-2.0	3.7	-2.7	-0.1	-9.1	4.3	-2.0
COc1cc(SC)ccc1C(=O)Nc1ccc2c(c1)OCCO2	/	0.4	-3.4	2.6	/	10.5	-7.5	-9.0
CCNC(=O)C1(C)CCCN(Cc2cccc3c2OCCO3)C1 (stereo not drawn)	4.4	-0.8	0.1	0.3	-0.1	/	0.0	-0.1
COC(C[C@@H](O)CC(=O)[C@@H](C)OCc1ccccc1)OC	-9.5	0.0	-4.5	-22.2	0.0	-3.5	?	-2.2
CN(C)c1nc(Oc2ccc(OCCOc3ccccc3)nn2)nc(N(C)C)n1	-3.9	2.9	3.1	-5.1	0.1	-5.5	-2.7	0.4
COc1ccc(CN(C)C[C@H]2OCCCC[C@H](C)Oc3ccc(NC(=O)c4ccncc4)cc3C(=O)N([C@H](C)CO)C[C@H]2C)cc1	10.2	3.4	-4.0	-3.1	0.0	2.7	-2.9	0.5
COc1ccccc1C(CNC(=O)COc1ccccc1C)N1CCCC1 (stereo not drawn)	-2.2	-1.0	0.6	-0.3	0.0	/	-5.6	2.5
CO[C@@H]1CN(C)C(=O)c2cc(NC(=O)Nc3ccc(Cl)cc3)ccc2OC[C@H](C)N(C(=O)Nc2c(C)noc2C)C[C@@H]1C	2.2	3.3	/	-3.3	0.0	21.0	/	-12.9
CCOC(=O)c1oc2ccccc2c1NC(=O)c1ccco1	8.5	4.6	-6.6	49.2*	0.7	-13.7	6.7	/
Cc1ccc(S(=O)(=O)N2C[C@H]3C(=O)C[C@@H](c4ccccc4)N(S(=O)(=O)c4ccc(C)cc4)[C@H]3C[C@H]2c2ccccc2Cl)cc1	3.7	1.5	4.9	/	0.2	/	3.7	0.6
Cc1cc(F)ccc1NC(=O)c1cccnc1	4.9	-1.6	-9.0	-1.9	0.0	-4.9	9.5	1.0
C[C@@H]1CN([C@@H](C)CO)C(=O)c2cc(NS(=O)(=O)c3ccccc3)ccc2O[C@H]1CN(C)Cc1ccc(Cl)c(Cl)c1	5.6	0.3	2.5	-11.8	-0.5	-2.2	19.4	6.4
CC(=O)c1ccccc1C(=O)N1CCCC(CCC(=O)N2CCN(c3ccccn3)CC2)C1 (stereo not drawn)	/	2.0	3.6	/	0.1	-0.5	-11.0	-0.6
CO[C@H]1CN(C)C(=O)c2cc(NC(=O)CC(F)(F)F)ccc2OC[C@@H](C)N(C(=O)C2CCCCC2)C[C@@H]1C	-4.6	-2.6	3.2	-11.7	-0.6	/	-0.8	0.0
CCC(=O)Nc1ccc2c(c1)C(=O)N(C)[C@H]1CC[C@@H](CC(=O)N[C@H](C)c3ccccc3)O[C@H]1CO2	4.2	1.1	-0.3	4.4	0.4	-12.9	-0.1	1.5
N#Cc1cccc(-c2ccc3c(c2)[C@H]2[C@H](CCN2S(=O)(=O)c2ccc(F)cc2)[C@H](CO)N3)c1	2.0	1.0	-3.7	8.1	0.2	-0.9	?	6.4
Cc1cccc(NC(=S)NC2CC3CCCC(C2)N3Cc2cccs2)c1C (stereo not drawn)	/	2.3	3.6	-21.7	/	31.8	7.0	-4.5
Cc1ccccc1-c1nnc(SCC#N)o1	-9.8	-0.6	-5.5	-6.8	-0.1	-5.7	/	6.3
Cc1ccc(C(=O)Oc2ccc3c(c2)ncn3C)cc1	/	-0.9	-1.5	15.8	/	1.5	1.3	0.7
SMILES	PAX8 reporter	CFTR F508del cor	ERp5 inh	INS-1E GSIS act	Xi reactivation	ARNT TACC3 PPI	DENV2 CPE rescue	EWS-Fli inh
CC(=O)Nc1c2c(nn1-c1ccc(C)cc1C)CSC2	/	-2.4	-1.7	-22.7	/	-1.2	1.7	4.6
CC(C)c1nnc(NC(=O)CS(=O)(=O)c2ccccc2)s1	-49.5	1.1	-4.8	12.1	0.0	/	1.4	-6.8
COc1ccc(CN(C)C[C@@H]2OCCCC[C@@H](C)Oc3ccc(NC(=O)c4ccncc4)cc3C(=O)N([C@H](C)CO)C[C@H]2C)cc1	/	-0.9	3.7	-4.7	0.4	-3.4	9.3	10.3
Cc1ccc(S(=O)(=O)Nc2ccc3c(c2)C(=O)N([C@H](C)CO)C[C@H](C)[C@@H](CN(C)Cc2ccncc2)OCCCC[C@@H](C)O3)cc1	13.1	-0.8	2.4	-1.6	0.2	-8.7	4.0	1.8
CCOC(=O)c1c(C)[nH]c(C)c1C(=O)COC(=O)c1cc2ccccc2cc1O	3.0	-4.7	2.9	11.1	0.2	-4.3	4.5	3.0
Cc1cccc(N2CCN(C(=O)C3CCN(S(=O)(=O)c4c(C)noc4C)CC3)CC2C)c1 (stereo not drawn)	10.8	0.1	0.2	-31.3	0.2	0.8	4.7	-2.4
O=C1C(C2=NC(c3ccccn3)C3C(=O)N(c4ccccc4)C(=O)C23)=C(O)c2ccccc21 (stereo not drawn)	11.3	0.1	0.8	0.7	-0.1	-2.1	-4.7	11.7
CO[C@@H]1CN(C)C(=O)c2cc(NC(=O)C3CCCC3)ccc2OC[C@@H](C)N(C(=O)c2ccccc2)C[C@H]1C	-16.8	-1.3	-1.8	-4.4	0.3	-3.7	-0.3	-2.0
COC(=O)Cn1nc(-c2ccc(C)cc2)c2ccccc2c1=O	1.9	-3.0	1.0	9.9	0.1	-7.8	2.6	-13.5
NC(=O)CSc1nccn1Cc1ccc(Cl)cc1	-17.7	0.6	-4.9	4.7	0.5	-6.2	-3.4	-2.0
O=C(COC(=O)c1ccc(Br)o1)NCCc1ccccc1	7.7	-2.3	-0.1	12.4	0.0	-6.1	0.3	-3.9
CC(NC(=O)/C=C/c1ccco1)c1nc2ccccc2n1Cc1cccc(Cl)c1 (stereo not drawn)	2.1	/	-2.4	/	-0.1	18.3	4.5	9.4
Cc1ccc(OCC(=O)Nc2ccc(F)cc2)c([N+](=O)[O-])n1	-136.9	-2.4	-3.6	3.8	0.0	-1.1	-2.6	-67.7
COc1cccc(-c2ccc(C3[C@@H]4CN(C(=O)C5CCCCC5)C[C@H]3N4)cc2)c1 (stereo partly drawn)	-55.9&6.9	-3.5&-2.9	-5.7&-4.9	-11.6&22.2	?	/	-1.1&4.1	-0.7&46.5
C/C=C/c1ccc([C@H]2[C@@H](CO)N(C(=O)C3CC3)[C@H]2CN(C)C(=O)CC2CC2)cc1	-1.9	1.3	-0.5	-5.7	0.0	-8.7	/	-1.6
CC/C(=N\Nc1ccccc1[N+](=O)[O-])c1ccc(O)cc1	-56.3	-5.4	-5.3	-12.1	0.2	27.2	-4.8	0.2
O=C(Nc1cccc(Cl)c1)N1C[C@H]2[C@@H](c3ccccc31)[C@@H](CO)N2C(=O)c1cccnc1	-14.5	3.0	1.5	4.1	0.7	-1.1	-9.0	6.8
CC1(C(=O)NS(=O)(=O)c2ccccc2C(F)(F)F)CCN1C(=O)CC1CCCCC1 (stereo not drawn)	-22.5	-5.0	0.9	-3.1	-0.2	/	3.1	13.5
COC(=O)c1cc(S(=O)(=O)N2CCCCCC2)cn1C	14.4	0.1	0.2	6.4	0.0	-7.1	9.5	-2.2
CC(C)(C)OC(=O)C[C@@H]1C/C=C\C[C@@H](CC(=O)NCCO)C(=O)NC[C@H](c2ccccc2)OC1=O	-5.7	-0.9	1.0	0.8	0.3	-5.5	-1.2	4.7
O=C(NCc1ccc2c(c1)OCO2)C(=O)NCC1OCCN1S(=O)(=O)c1ccc(Cl)cc1 (stereo not drawn)	5.3	2.2	3.9	12.8	0.2	2.2	3.0	-2.4
CN(C)c1ccc(C(C(=O)NC2CCCC2)N(C(=O)c2csnn2)C2CC2)cc1 (stereo not drawn)	13.3	3.0	-6.6	8.6	0.1	0.3	0.8	1.2
COc1ccc(CN2CCN(Cc3ccco3)CC2)cc1	1.1	1.6	1.1	23.9	0.0	-0.4	-6.4	2.7
COC(=O)C1=C(C)N(Cc2ccc(Br)cc2)C(=S)NC1c1cccc(Br)c1 (stereo not drawn)	12.2	-0.9	0.4	-27.3	0.3	/	42.0*	4.1
Cc1[nH]c2ccccc2c1SCC(=O)N1CCOCC1	4.1	-2.6	2.8	5.6	0.2	-5.6	-2.1	2.2
O=C1CN(Cc2ccccc2)C[C@H]2[C@H](c3ccc(-c4ccccc4F)cc3)[C@@H](CO)N12	-10.9	-3.4	-1.3	-3.4	0.1	/	-5.3	-1.6
Cc1onc(-c2c(F)cccc2Cl)c1C(=O)OCc1cnc(Cl)s1	-3.4	0.3	-0.5	-28.1	0.3	-4.6	-8.1	-9.1
